All columns: NCI-60 one-dose screen, growth in % after 48 h at 10 µM unless noted; 100 = growth as untreated, 0 = no growth, -100 = all killed.
SNB-75: SNB-75 CNS cancer | 79,000 tested, 5% active
A498: A498 renal cancer cells; 76,000 tested, 5.4% active; AID 1794774
SNB-19: SNB-19 CNS cancer cells; 81,000 tested, 2.5% active
SF-539: SF-539 CNS cancer | 81,000 tested, 6.8% active
ACHN: ACHN renal cancer; 81,000 tested, 4.9% active; AID 1794771
SF-268: SF-268 CNS cancer cells; 82,000 tested, 3.1% active; AID 1794759
CAKI-1: CAKI-1 renal cancer; AID 1794772; 75,000 tested, 4.7% active
RXF 393: RXF 393 renal cancer cells | AID 1794773 | 77,000 tested, 6.9% active
Active calls of the source: *; . = not tested or not shown; & = joins results of further samples. The calls were made as follows: active = growth percent below 10; inactive = the rest.

Structure	SNB-75	ACHN	SF-268	SF-539	A498	RXF 393	SNB-19	CAKI-1
O=c1[nH]c(=S)[nH]c(=O)n1Cc1cccc2ccccc12	82	98	107	103	85	.	.	87
O=C(CSc1nnc(-c2c[nH]c3ccccc23)n1-c1ccccc1)Nc1ccc(C(=O)/C=C/c2cccc([N+](=O)[O-])c2)cc1	100	74	79	90	96	.	87	84
COc1cc(C2CC(c3cc(OC)c(OC)c(OC)c3)=NN2)ccc1Oc1nc2c(c(=O)n(C)c(=O)n2C)n1C (centres undefined)	83	80	74	96	87	107	76	86
COCCn1cc(-c2csc(-c3c[nH]c4ccc(Br)cc34)n2)c2cccnc21	40	27	44	45	27	59	56	49
COc1ccc(OC)c(C2NC(=O)NC(C)=C2C(=O)c2ccc(Cl)cc2)c1 (centres undefined)	104	110	111	105	103	98	109	121
N#CCCSC(=N)N	81	97	103	98	108	121	106	94
CC1OC(O[C@@H]2[C@H](O)C(CO)OC(O[C@H]3COC(O[C@H]4CC[C@]5(C)[C@H]6CC[C@]78OC[C@@]9(CC[C@](C)(C=O)C[C@H]97)C(=O)C[C@@]8(C)[C@]6(C)CC[C@H]5C4(C)C)[C@@H](O)[C@@H]3O)[C@H]2OC2OC[C@@H](O)[C@@H](O)[C@@H]2O)[C@@H](O)[C@@H](O)[C@H]1O (some centres undefined)	81	97	96	100	132	87	90	85
O=c1oc2ccccc2cc1-c1ccnc2[nH]c(=S)[nH]c(=O)c12	.	92	109	92	176	85	97	75
Cc1ccc(C2C3CC4CCCCC4N3[C@@]3(C(=O)Nc4cc(Cl)ccc43)C2C(=O)c2nc3ccccc3[nH]2)cc1 (some centres undefined)	45	41	38	50	.	16	50	16
C/C=C1/C[N+]2(CCl)CC[C@@]34C[C@H]5[C@@H]6C[C@H]7c8c(c9ccccc9n8C)C[C@@H]([C@@H]6CO[C@@]5(C)O[C@@]35[C@@H]2C[C@@H]1[C@@H](C(=O)OC)N5c1ccccc14)N7C (some centres undefined)	81	98	101	90	119	95	84	82
CCN(CC)c1ccn(CC(=O)NCCC(C)C)c(=O)c1	83	100	102	116	113	108	104	87
Cc1nn2c(-c3nc4cc(Cl)c(Cl)cc4[nH]3)c(-c3ccc(F)cc3)nc2s1	-44*	9.1*	28	6.2*	30	-5.1*	26	13
N#C/C(=C\c1cccc2cnccc12)n1nc2cccc(F)c2n1	82	93	91	96	67	91	89	62
CC(C)S(=O)(=O)C(c1ccccc1)c1ccccc1	91	102	99	100	95	108	100	95
CC(C)Sc1nc(Nc2ccc(C(=O)O)cc2)c(C#N)c(-c2ccccc2)n1	101	98	103	97	106	84	100	81
S=C(Nc1ccccc1)Nc1nnc2c3c4c(sc3ncn12)CCCC4	103	99	101	102	94	104	103	91
Cc1n(Cc2ccc3ccccc3c2)c2ccccc2[n+]1Cc1ccc2ccccc2c1	-46*	25	-68*	-56*	-11*	-88*	-92*	.
Cc1ccc(NC(=S)NC(=O)c2ccccc2)nc1	103	97	99	90	112	99	98	87
CC1(C)CC[C@]2(C(=O)O)CC[C@]3(C)C(=CCC4[C@@]5(C)C[C@@H](O)[C@@H]6OC(c7cccc(Br)c7)OC[C@@]6(C)C5CC[C@]43C)C2C1 (some centres undefined)	85	19	47	55	69	71	47	39
CC[C@@H](C)[C@@H]1NC(=O)[C@H]([C@@H](C)CC)NC(=O)[C@@H]2CCCN2C(=O)[C@@H]2CCCN2C(=O)[C@H](CCCNC(=N)N)NC(=O)[C@H](CCCNC(=N)N)NC(=O)[C@@H](CC(C)C)NC(=O)[C@H](Cc2ccccc2)NC(=O)[C@@H](NC(=O)[C@@H](N)CS)CSSC[C@H](C(=O)N[C@@H](C)C(=O)O)NC(=O)[C@H](Cc2c[nH]c3ccccc23)NC(=O)[C@H](Cc2ccccc2)NC(=O)[C@H](Cc2ccccc2)NC(=O)CNC(=O)[C@H](CCC(=O)O)NC(=O)[C@@H](Cc2cnc[nH]2)NC(=O)[C@H](Cc2cnc[nH]2)NC(=O)[C@H](CC(C)C)NC(=O)[C@@H](CC(C)C)NC(=O)[C@H](Cc2ccccc2)NC(=O)[C@H]([C@@H](C)CC)NC(=O)[C@H](CCCNC(=N)N)NC1=O	100	101	110	98	.	101	103	107
C=C(C=O)[C@@H]1CC=C(C=O)CC1	33	-55*	-17*	-60*	82	.	55	-32*
OC1(C(Cl)(Cl)Cl)CCCCC1	81	.	.	99	118	109	98	101
CC(=O)Nc1ccccc1OC(C)=O	102	112	105	106	109	131	118	.
CC(C)OCc1cc(Cl)ccc1O	84	98	87	99	77	102	88	.
CCOc1cccc(NC(C)=O)c1	90	106	101	96	90	97	98	98
Nc1nc(N)c(N=O)c(Nc2ccc(Cl)c(Cl)c2)n1	74	91	89	92	98	96	.	93
O=C(CNC(=O)OCc1ccccc1)OC(c1ccccc1)c1ccccc1	87	97	104	105	122	108	94	89
Cc1ccc(N2CC(c3nc4ccccc4o3)CC2=O)cc1 (centres undefined)	92	103	102	103	94	.	98	103
CCCCCCC(C)OC(=O)/C=C/c1ccccc1 (centres undefined)	110	108	103	99	89	105	103	109
CC1(C)CC(=O)C2=C(C1)N(c1ccc(F)cc1F)C(N)=C(C#N)C2c1ccc(Br)s1 (centres undefined)	71	85	101	92	.	89	90	73
Cc1ccc(Cl)cc1NC(=O)N(C)CCOC(=O)Nc1cccc(Cl)c1	83&90	102&96	102&105	97&91	133&81	106&93	99&89	94&75
Cc1ccc2nc(NC(=O)CSc3nc(Nc4ccc(Cl)cc4)c(C#N)c(-c4ccccc4)n3)sc2c1	104	102	87	101	83	94	95	93
Nc1ccccc1Br	77	103	106	108	103	115	106	95
CCOC(CN1CCCC1)OCC	100	107	99	112	95	114	101	111
O=C(/C=C/c1ccc(Cl)cc1)Nc1ncc(Cc2ccc(Cl)cc2)s1	109	38	77	80	102	107	89	33
COc1ccc(/C=C/C(c2cc(OC)c(OC)c(OC)c2)n2cncn2)cc1 (centres undefined)	51	57	57	57	36	47	49	52
CS(=O)(=O)c1ccc(-n2cc(/C=N/O)c(-c3ccc(Cl)cc3)n2)cc1	120	95	113	96	119	106	96	101
CCn1c(N)nc2c1c(=O)n(C)c(=O)n2C	94	101	114	104	99	109	113	96
O=C1OCCN1c1ccccc1	98	99	103	96	86	113	106	99
NC1(S(=O)(=O)O)C(=O)Nc2ccccc21 (centres undefined)	61	100	97	96	95	109	97	88
N#Cc1c(NC(=O)c2cccc(C(F)(F)F)c2F)sc2c1CCC(=O)C2	-66*	-96*	11	-42*	-8.4*	-67*	15	-83*
O=c1oc2cc(OS(=O)(=O)c3ccccc3)c(Cl)cc2c2c1CCCCCC2	83	88	100	78	86	91	93	.
COc1ccc(Nc2[nH]n3c(=O)cc(-c4ccccc4)nc3c2C(=O)Nc2ccccc2)c(OC)c1	.	97	100	109	104	101	92	91
C=CC[N+]1(CC)CCN=C1CCCCCCCCCCCCCCCCC (centres undefined)	-92*	-87*	-83*	-98*	-16*	-90*	.	.
NC(=O)C(CO)c1ccccc1 (centres undefined)	85	103	98	95	82	89	102	98
FC(F)(F)Oc1ccc(Oc2ccc(Nc3ncnc4onc(-c5ccccc5)c34)cc2)cc1	96	105	101	96	87	108	100	93
COc1ccc2[nH]cc(C(=O)O)c2c1	93	102	104	116	.	101	117	87
COc1ncc(-n2c(C(=O)N3CC(F)C3)cc3cccnc32)cc1Cl	92	98	96	99	97	106	100	98
Cc1cc(=O)n2n1-c1ccc(Cl)cc1NC(=O)C2	87	104	109	99	119	104	98	88
CC(C)C[C@H](N)C(=O)NS(=O)(=O)c1ccc(Br)c2ccncc12	127	104	110	104	105	135	98	94
CCOC(=O)C1=NN(c2ccccc2)C(=O)C1N=Nc1c(Br)cc(S(N)(=O)=O)cc1Br (centres undefined)	88	102	104	112	90	106	103	101
Cc1ccc(N=Nc2cc(S(=O)(=O)O)c3ccccc3c2O)c(C)c1	66	95	98	96	.	103	97	.
Cc1cccc[n+]1CC(=O)c1ccc2ccccc2c1	86	100	102	94	88	107	103	97
COc1cc(NC(=O)CSc2nc3ccccc3c(=O)n2CCc2ccc(S(N)(=O)=O)cc2)cc(OC)c1OC	91	110	101	100	100	107	97	95
Nc1ccc(-c2nnc(SCc3ccc(O)c4ncccc34)n2-c2ccccc2)cc1	.	12	23	10	16	13	12	13
COc1ccc(NC(=O)C(C)C)cc1	109	111	98	107	.	121	113	119
CCSc1oc(-c2ccccc2)nc1S(=O)(=O)c1ccccc1	75	93	84	97	85	94	99	77
O=C1c2cccc3cccc(c23)C(=O)N1CCCCCN1CCN(CCCCCOc2ccc(-c3nc4ccc(N5CCOCC5)cc4[nH]3)cc2)CC1	112	111	136	54	117	-11*	129	59
CC(C)(C(=O)O)C(C)(C)C(=O)O	88	92	104	106	119	112	95	101
CCCCNC(=S)NNc1ccc([N+](=O)[O-])cn1	95	102	108	118	86	112	103	95

Next part; it opens with the 2 that closed the last part.
Structure	SNB-75	ACHN	SF-268	SF-539	A498	RXF 393	SNB-19	CAKI-1
CC(C)(C(=O)O)C(C)(C)C(=O)O	88	92	104	106	119	112	95	101
CCCCNC(=S)NNc1ccc([N+](=O)[O-])cn1	95	102	108	118	86	112	103	95
O=C1NC(C(=O)NCc2ccc(Cl)cc2Cl)C/C1=C\NCc1ccc(Cl)cc1Cl (centres undefined)	90	105	92	93	96	77	83	.
COc1cccc(NC(=O)c2sc3nc4c(cc3c2N)CCCC4)c1	18	44	50	-13*	18	7.6*	39	31
Cc1ccc(S(=O)(=O)Nc2ccc(C3=NNC(c4cccc(F)c4)C3)cc2)cc1 (centres undefined)	87	97	93	93	83	100	96	73
Cc1cc(Nc2nc(SCc3ccc(C(=O)Nc4ccc(F)cc4N)cc3)nn3cccc23)n[nH]1	29	21	28	8.8*	5.8*	24	44	.
COc1cc(CC(=O)OC(=O)Cc2cc(OC)c(OC)c(OC)c2)cc(OC)c1OC	86	103	105	97	106	104	103	81

Compounds shown so far with a carbonyl joined to an NH by a bond outside any ring, in the order listed:
Structure	SNB-75	ACHN	SF-268	SF-539	A498	RXF 393	SNB-19	CAKI-1
O=C(CSc1nnc(-c2c[nH]c3ccccc23)n1-c1ccccc1)Nc1ccc(C(=O)/C=C/c2cccc([N+](=O)[O-])c2)cc1	100	74	79	90	96	.	87	84
CCN(CC)c1ccn(CC(=O)NCCC(C)C)c(=O)c1	83	100	102	116	113	108	104	87
Cc1ccc(NC(=S)NC(=O)c2ccccc2)nc1	103	97	99	90	112	99	98	87
CC[C@@H](C)[C@@H]1NC(=O)[C@H]([C@@H](C)CC)NC(=O)[C@@H]2CCCN2C(=O)[C@@H]2CCCN2C(=O)[C@H](CCCNC(=N)N)NC(=O)[C@H](CCCNC(=N)N)NC(=O)[C@@H](CC(C)C)NC(=O)[C@H](Cc2ccccc2)NC(=O)[C@@H](NC(=O)[C@@H](N)CS)CSSC[C@H](C(=O)N[C@@H](C)C(=O)O)NC(=O)[C@H](Cc2c[nH]c3ccccc23)NC(=O)[C@H](Cc2ccccc2)NC(=O)[C@H](Cc2ccccc2)NC(=O)CNC(=O)[C@H](CCC(=O)O)NC(=O)[C@@H](Cc2cnc[nH]2)NC(=O)[C@H](Cc2cnc[nH]2)NC(=O)[C@H](CC(C)C)NC(=O)[C@@H](CC(C)C)NC(=O)[C@H](Cc2ccccc2)NC(=O)[C@H]([C@@H](C)CC)NC(=O)[C@H](CCCNC(=N)N)NC1=O	100	101	110	98	.	101	103	107
CC(=O)Nc1ccccc1OC(C)=O	102	112	105	106	109	131	118	.
CCOc1cccc(NC(C)=O)c1	90	106	101	96	90	97	98	98
O=C(CNC(=O)OCc1ccccc1)OC(c1ccccc1)c1ccccc1	87	97	104	105	122	108	94	89
Cc1ccc(Cl)cc1NC(=O)N(C)CCOC(=O)Nc1cccc(Cl)c1	83&90	102&96	102&105	97&91	133&81	106&93	99&89	94&75
Cc1ccc2nc(NC(=O)CSc3nc(Nc4ccc(Cl)cc4)c(C#N)c(-c4ccccc4)n3)sc2c1	104	102	87	101	83	94	95	93
O=C(/C=C/c1ccc(Cl)cc1)Nc1ncc(Cc2ccc(Cl)cc2)s1	109	38	77	80	102	107	89	33
N#Cc1c(NC(=O)c2cccc(C(F)(F)F)c2F)sc2c1CCC(=O)C2	-66*	-96*	11	-42*	-8.4*	-67*	15	-83*
COc1ccc(Nc2[nH]n3c(=O)cc(-c4ccccc4)nc3c2C(=O)Nc2ccccc2)c(OC)c1	.	97	100	109	104	101	92	91
NC(=O)C(CO)c1ccccc1 (centres undefined)	85	103	98	95	82	89	102	98
CC(C)C[C@H](N)C(=O)NS(=O)(=O)c1ccc(Br)c2ccncc12	127	104	110	104	105	135	98	94
COc1cc(NC(=O)CSc2nc3ccccc3c(=O)n2CCc2ccc(S(N)(=O)=O)cc2)cc(OC)c1OC	91	110	101	100	100	107	97	95
COc1ccc(NC(=O)C(C)C)cc1	109	111	98	107	.	121	113	119
O=C1NC(C(=O)NCc2ccc(Cl)cc2Cl)C/C1=C\NCc1ccc(Cl)cc1Cl (centres undefined)	90	105	92	93	96	77	83	.
COc1cccc(NC(=O)c2sc3nc4c(cc3c2N)CCCC4)c1	18	44	50	-13*	18	7.6*	39	31
Cc1cc(Nc2nc(SCc3ccc(C(=O)Nc4ccc(F)cc4N)cc3)nn3cccc23)n[nH]1	29	21	28	8.8*	5.8*	24	44	.

Screens: PubChem, NCI
